High-throughput results (PubChem)
Eya2 phos inh: qHTS Assay for Inhibitors of the Phosphatase Activity of Eya2. Protein phosphatase EYA2 (Homo sapiens), O00167. recombinant Eya2, OMFP fluorescence dephosphorylation (OMFP is methylfluorescein phosphate). Potency, µM (doses to about 76.9 µM), without a hit: top-dose activity, negative = inhibition, most hits filed as inhibitors. 0.006% of 330,000 active. AID 488837, 2010; also: potency is read from the fitted curve at half-maximal effect; % is scaled to controls: 0 for no effect and ±100 for the full control effect
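Eya2 (0.2 uM) preincubated 10 min at ambient with compound, then OMFP substrate added at 50 uM; 10 min reaction in 50 mM HEPES pH 7.5, 50 mM NaCl, 5 uM MgCl2, 0.05% BSA, 1 mM DTT. Fluorescence read at Ex 485/Em 525 nm.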
ELG1 DNA repair: qHTS screen for small molecules that inhibit ELG1-dependent DNA repair in human embryonic kidney (HEK293T) cells expressing luciferase-tagged ELG1; HEK293T ELG1-luciferase reporter, luminescence, 16 h; DNA damage induced by 5-fluorouridine; 2.3% of 330,000 active; Potency, µM (doses to about 46.1 µM), for inactives: at the highest dose activity change, negative = inhibition, hits mostly inhibitors; also: potency is read from the fitted curve at half-maximal effect; % is scaled to controls: 0 for no effect and ±100 for the full control effect; nearly all actives have a fitted effect of over 55% in size
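DMSO vehicle served as the neutral condition. Each well held 2,000 cells given 5-fluorouridine plus compound; after 16 hr at 37 °C/5% CO2, ONE-Glo was added and luciferase measured 30 min later.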
USP2a inh: qHTS Assay for Inhibitors of Ubiquitin-specific Protease USP2a Using CHOP2 as the Reporter; Ubiquitin carboxyl-terminal hydrolase 2 (Homo sapiens), O75604; USP2 core, Ub-CHOP2 coupled fluorogenic reporter, 485/531; Potency, µM (series often up to 38.3 µM), inactives show at the highest dose activity change, negative = inhibition, actives largely listed as inhibitors; 0.01% of 330,000 active;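 also: potency is read from the fitted curve at half-maximal effect; plate controls were DMSO wells for no effect and full inhibition by NEM control for full effect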
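Cell-free coupled assay: 10nM USP2 core preincubated 30min RT with compound in Tris-HCl pH 8.0/CaCl2/CHAPS buffer, then 25nM Ub-CHOP2 and 25nM reporter substrate; fluorescence (Ex 485/Em 531) read after 60min RT, normalized to NEM inhibition, concentration-response curves fitted.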
TSHR antagonist: Antagonists of the Thyroid Stimulating Hormone Receptor: HTS campaign | TSHR-expressing cells, TSH-stimulated cAMP HTRF, 2 h; stronger effect = lower value | activity change, negative = inhibition, % at 11.5 µM | 0.2% of 330,000 active;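 active = activity change below a set negative limit, meaning inhibition stronger than a set level, cut at about -70% in these data; inconclusive = activity change between two set negative limits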; also: % is scaled to controls: 0 for no effect and ±100 for the full control effect
Target sequence (P16473 whole entry, looked up): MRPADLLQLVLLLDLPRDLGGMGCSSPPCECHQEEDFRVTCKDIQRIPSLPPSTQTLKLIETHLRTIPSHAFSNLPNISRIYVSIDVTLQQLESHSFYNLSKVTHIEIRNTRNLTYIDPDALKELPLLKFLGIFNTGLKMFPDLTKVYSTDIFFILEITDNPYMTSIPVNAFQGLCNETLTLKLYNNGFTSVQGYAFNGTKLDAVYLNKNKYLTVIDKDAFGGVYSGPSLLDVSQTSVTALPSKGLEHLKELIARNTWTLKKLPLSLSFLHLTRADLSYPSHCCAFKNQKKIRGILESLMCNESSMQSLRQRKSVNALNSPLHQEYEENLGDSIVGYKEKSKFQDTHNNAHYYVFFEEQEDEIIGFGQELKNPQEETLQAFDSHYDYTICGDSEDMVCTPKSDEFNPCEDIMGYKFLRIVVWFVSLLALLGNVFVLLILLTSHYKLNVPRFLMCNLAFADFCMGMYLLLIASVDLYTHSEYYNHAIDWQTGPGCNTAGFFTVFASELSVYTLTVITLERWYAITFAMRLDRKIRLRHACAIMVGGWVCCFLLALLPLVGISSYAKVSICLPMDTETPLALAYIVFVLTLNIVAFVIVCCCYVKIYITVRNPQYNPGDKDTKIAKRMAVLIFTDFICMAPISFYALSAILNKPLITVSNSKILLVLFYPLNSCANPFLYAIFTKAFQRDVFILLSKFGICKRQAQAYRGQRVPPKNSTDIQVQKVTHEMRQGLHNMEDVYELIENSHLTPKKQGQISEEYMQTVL
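Cell-based HTRF cAMP assay; TSHR cells + compound, TSH EC80 (4nM final), 2 h, 37 deg C. Lysis with anti-cAMP cryptate and cAMP-d2, 30 min RT, read 665/620 nm.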
TRPV1 ag: HTS Assay for Compounds that Act as Agonists of the Vanilloid Receptor 1; Transient receptor potential cation channel subfamily V member 1 (Homo sapiens), Q8NER1; TRPV1-expressing cells, Fluo-8 calcium influx, agonist mode; activation, % at 8.33 µM; 0.19% of 320,000 active; in the data active = activation above about 80%; inconclusive = between about 30% and that limit; also: 0% is about no effect
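Cells expressing TRPV1 were dye-loaded with Fluo-8 and read kinetically: 10 s baseline, 3 min after compound (agonist portion), then 2 min after EC20 capsaicin (allosteric enhancer portion). Calcium-bound dye fluorescence at 480/520 nm.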
hERG WT inh: qHTS for Inhibitors of KCHN2 3.1: Wildtype qHTS; Voltage-gated inwardly rectifying potassium channel KCNH2 (Homo sapiens), Q12809; U2OS, BacMam KCNH2, thallium flux FluxOr; stronger effect = lower value; activity change, % at 1.84 µM; 0.37% of 340,000 active; AID 720551, 2013;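 active = maximum activity change below -70%; inconclusive = maximum activity change between -70% and -50%; inactive = maximum activity change above -50%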; also: % is scaled to controls: 0 for no effect and ±100 for the full control effect
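U2OS cells were transduced with wild-type KCNH2 virus (2.03 x 10^8 / mL) for 4 h at room temperature, then cultured overnight at 37 C. Thallium flux was read with FluxOr dye. Rate constants were normalized to DMSO controls.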
Mito fusion yeast: qHTS Assay for Small Molecule Inhibitors of Mitochondrial Division or Activators of Mitochondrial Fusion | S. cerevisiae fusion-defective mutant growth rescue, CellTiterGlo 48 h | Potency, µM (doses to about 46.1 µM), for the others: top-dose growth rescue (activation), usual class: activators | 0.23% of 320,000 active;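 also: potency is read from the fitted curve at half-maximal effect; % of control where 0% means no effect; nearly all actives have a fitted effect of over 45% in size; temperature-sensitive fusion mutants such as fzo1-1 at 37 °C on non-fermentable ethanol glycerol medium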
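Yeast fusion mutant, YPEG (non-fermentable carbon), compound, 48 h at 37C non-permissive; CellTiterGlo added, 10 min RT, luminescence read. Rescued growth = division inhibition.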
KCNH2 3.1 block: qHTS for Inhibitors of KCHN2 3.1: Mutant qHTS. AID 720553, 2013. U2OS KCNH2 3.1, thallium flux FluxOr; stronger effect = lower value. activity change, % (tested at about 1.8 µM). 0.95% of 340,000 active. Potassium voltage-gated channel subfamily H member 2, brain isoform KCNH2 3.1 (human);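 active = maximum activity change below -70%; inconclusive = maximum activity change from -70% to -50%; inactive = maximum activity change above -50%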;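 also: thallium influx rate constant from kinetic fluorescence after stimulation buffer; % is scaled to controls: 0 for no effect and ±100 for the full control effect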
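FluxOr-based Tl+ influx in U2OS cells transduced with KCNH2 3.1 virus; rate constants normalized to DMSO controls.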
A-T KAP1 phos: qHTS Assay for Identifying a Potential Treatment of Ataxia-Telangiectasia; Potency, µM (titrated, usually from 57.5 µM), for the others: top-dose activation, usual class: activators; […] A-T fibroblasts, KAP-1 phosphorylation AlphaLISA; neocarzinostatin DNA damage 30 min before lysis; 0.19% of 320,000 active; AID 485349, 2010; also: potency is read from the fitted curve at half-maximal effect; % of control where 0% means no effect; nearly all actives have a fitted effect of over 45% in size
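hTERT-immortalized A-T patient fibroblasts ([…]), 500 cells/well in OPTI-MEM, 1% FBS, got compounds for 60 min, then NCS for 30 min at 37C. Lysates were then assayed for phospho-KAP-1 by AlphaLISA (anti-pKAP1 donor, anti-KAP1 acceptor beads), 6 hr at 25C.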
TCR activator: Activators of T cell receptors: qHTS campaign; 330,000 tested, under 10 active; primary human leukocytes, anti-CD3, IL-2 HTRF, 48 h; Potency, µM (highest dose often 9.22 µM), for inactives: at the top dose activation of IL-2 secretion, hits mostly activators; AID 504894, 2011; also: % of control where 0% means no effect
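IL-2 release read by HTRF sandwich (Eu cryptate donor, d2 acceptor, 665 nm emission) after 48 hr exposure of primary human leukocytes to compound together with anti-CD3 beads in the absence of co-stimulatory signals.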
The depositor's hits bear a star; u = inconclusive; x = not tested or not shown; [ ] = remark or other dose. Unless noted, calls follow the shape of the dose curve; as a rule, active = well fitted curve in the direction sought with a large enough effect; inconclusive = small, poorly fitted or top-dose-only effect, or another doubt; inactive = no such curve, though single readings can be large; an effect the other way counts as inactive or inconclusive. Some of the compounds tested; rates above refer to the full screens.

SMILES	Eya2 phos inh	ELG1 DNA repair	USP2a inh	TSHR antagonist	TRPV1 ag	hERG WT inh	Mito fusion yeast	KCNH2 3.1 block	A-T KAP1 phos	TCR activator
COc1ccc(C2N(S(=O)(=O)c3ccccc3)CCN2S(=O)(=O)c2ccc(C)cc2)cc1 (centres undefined)	-6%	2%	1%	14	1	-2	4%	-4	-1%	14%
O=c1[nH]n(CCO)c(=O)c2cccnc12	-9%	0%	5%	-2	0	-3	-1%	15	-11%	-6%
COC(=O)c1nn(C23CC4CC(CC(C4)C2)C3)c2c1C(=O)N(c1ccc(Br)cc1)C2=O	-17%	-8%	1%	7	-1	16	-2%	13	-6%	5%
COc1ccccc1CNC(=O)COC(=O)CNS(=O)(=O)c1ccc(C)cc1	5%	17%	3%	-4	3	0	0%	-10	-14%	-1%
Cc1cccnc1NC(=O)CSc1nnc(COc2ccc(C(C)C)cc2)n1C	-3%	19%	3%	-1	-4	11	-7%	13	-4%	-10%
CC(C)C(C(=O)O)N1CCS(=O)(=O)CC1 (centres undefined)	5%	9%	1%	3	-2	-2	-8%	-6	2%	-6%
COC(=O)c1coc(-c2ccc(OC)cc2)c1C(=O)OC	3%	u	0%	-5	9	-12	0%	-1	-2%	3%
O=C(CCN(CCO)Cc1ccccc1)Nc1ccc(Br)cc1	2%	14%	-1%	1	4	9	0%	-20	4%	-16%
O=C(N1CCC(O)(c2cccnc2)CC1)C12CC3CC(CC(C3)C1)C2	15%	-18%	-3%	5	-1	-7	-2%	-1	0%	1%
COc1nc(NC(C)C)nc(N(C#N)CN2C(=O)c3ccccc3S2(=O)=O)n1	-2%	10%	-7%	-2	-1	-14	-6%	6	17%	-4%
CS(=O)(=O)c1nc2ccccc2n1Cc1ccccc1	5%	-10%	-1%	-7	-2	3	3%	-12	-5%	1%
O=C(CN1CCOCC1)N/N=C/c1ccc(C(=O)O)cc1	-2%	u	1%	4	1	8	-5%	4	4%	-5%
Cn1c(=O)[nH]c(=O)c2c1nc(NC1CCCCC1)n2Cc1ccccc1	-1%	15%	1%	2	3	1	0%	0	-10%	-7%
O=C(Cn1cnc([N+](=O)[O-])n1)NCc1ccccc1	5%	1%	0%	3	-8	6	-2%	-6	-1%	-1%
Cc1ccc(C(=O)/C=C/Nc2ccc(S(=O)(=O)Nc3onc(C)c3C)cc2)cc1	2%	11%	0%	2	3	-7	-3%	-2	-1%	-4%[46.1 µM]
Cc1ccc(C)c(C(=O)COC(=O)C2CCN(c3ccc(C(F)(F)F)cn3)CC2)c1	-39%	u	3%	7	1	2	3%	-5	13%	-2%
COCn1c(COc2ccccc2)nc2ccccc21	-6%	u	-2%	-2	12	-8	-1%	-6	-12%	0%
CCOC(=O)C1CCCN(C(=O)C(=O)c2cn(CC(=O)N3CCOCC3)c3ccccc23)C1 (centres undefined)	0%	13%	-1%	2	-2	5	1%	-12	9%	0%
O=C(CNc1ccc2ccccc2c1)N/N=C/c1ccc(C(=O)O)cc1	4%	24%	-1%	5	1	0	8%	x	-2%	2%
CCOC(=O)C1=C(CSc2nccn2C)NC(=O)NC1c1cc(C)ccc1C (centres undefined)	3%	-23%	-1%	4	4	-2	-1%	-7	x	1%

SMILES	Eya2 phos inh	ELG1 DNA repair	USP2a inh	TSHR antagonist	TRPV1 ag	hERG WT inh	Mito fusion yeast	KCNH2 3.1 block	A-T KAP1 phos	TCR activator
NC(=O)CSc1nc2ccccc2n1Cc1ccccc1	0%	-6%	-2%	-2	3	5	1%	-4	-6%	-4%[46.1 µM]
CCOC(=O)C1CCN(S(=O)(=O)c2cccc(-c3csc(C)n3)c2)CC1	-9%	u	4%	7	7	3	-6%	-4	6%	-3%
O=C(c1ccco1)N1CCN(C2CC(=O)N(c3ccc(C(F)(F)F)cc3)C2=O)CC1 (centres undefined)	-2%	3%	-1%	28	8	-5	-2%	-9	7%	-32%
COc1ccc(/C=C2\SC(=S)N(C(Cc3ccccc3)C(=O)O)C2=O)cc1 (centres undefined)	1%	-4%	1%	-8	4	-4	5%	2	-6%	-3%
Cc1cc(C)c(S(=O)(=O)NCC(=O)NCc2ccco2)c(C)c1	4%	10%	2%	13	1	-9	-6%	-9	-2%	-1%
COc1cc2nc(CN(C)Cc3ccc(F)cc3)[nH]c(=O)c2cc1OC	-7%	u	-2%	2	1	x	2%	7	9%	-1%
Cc1onc(-c2c(Cl)cccc2Cl)c1C(=O)NCCN1CCOCC1	5%	-4%	3%	14	3	2	-3%	14	-4%	2%
CCCN1CCN(CCCNC(=O)CCCn2nc(C)c3sc4ccccc4c3c2=O)CC1	-9%	17%	-7%	-5	1	13	-13%	0	5%	-18%
COc1cccc(NC(=O)CN(C)C(=O)CN2C(=O)NC(C)(c3ccc(C)cc3)C2=O)c1 (centres undefined)	10%	-4%	2%	16	-4	-1	-1%	8	-15%	1%
COc1ccccc1C(=O)NCC(=O)OCC(=O)c1ccc2c(c1)-c1ccccc1C2	0%	23%	2%	-2	-3	-1	-1%	15	1%	-1%[46.1 µM]
O=C(NCCc1nc2ccccc2[nH]1)c1ccc(Br)o1	8%	3%	0%	-9	8	7	2%	-7	-1%	3%
Cc1cc(N2CCCC2=O)cc(C)c1S(=O)(=O)NCCOc1ccccc1	11%	u	4%	-8	-4	11	5%	-5	-2%	-6%
Cc1cccc(-c2ccc(NC(=O)C3CCN(CC4CC4)CC3)cc2)c1	-2%	17%	1%	2	-3	-7	-3%	-39	4%	-8%
Cc1c(C(=O)Nc2nc(-c3ccccn3)cs2)oc2ccccc12	12%	5%	2%	-20	2	2	0%	30	1%	3%
CC(=O)c1ccc(NC(=O)CSc2nnc(NC(=O)c3ccco3)s2)cc1	-3%	u	0%	-1	1	2	1%	-1	-3%	5%
COc1ccc(SC[C@H](Cc2ccccc2)N2CC[C@@H](C)CCC2=O)cc1	-18%	u	0%	-7	u	3	u	u	9%	3%
CCN(CC(=O)Nc1ccc(OC)cc1)C(=O)CSCC(=O)Nc1ccc(C)cc1	1%	0%	0%	0	3	0	-1%	7	1%	2%
O=S(=O)(c1ccc(-c2n[nH]c(=S)o2)cc1)N1CCCC1	1%	6%	1%	5	1	7	-3%	6	-9%	11%
CCc1cc(Cn2nc(-c3ccccc3)cc2C(=O)NCCOC)on1	16%	1%	-2%	-1	u	1	1%	21	-2%	1%
COc1ccc(N2CCN(c3nc4c(C)cccn4c(=O)c3C=C(C#N)C#N)CC2)cc1	-13%	8%	0%	9	7	9	4%	6	3%	-1%

Taken from above.
CC(=O)c1ccc(NC(=O)CSc2nnc(NC(=O)c3ccco3)s2)cc1 in TSHR antagonist = -1
Cc1cccc(-c2ccc(NC(=O)C3CCN(CC4CC4)CC3)cc2)c1 in KCNH2 3.1 block = -39
COc1cccc(NC(=O)CN(C)C(=O)CN2C(=O)NC(C)(c3ccc(C)cc3)C2=O)c1 (centres undefined) in USP2a inh = 2%

(continued)
SMILES	Eya2 phos inh	ELG1 DNA repair	USP2a inh	TSHR antagonist	TRPV1 ag	hERG WT inh	Mito fusion yeast	KCNH2 3.1 block	A-T KAP1 phos	TCR activator
COc1cc(C(=O)N/N=C/c2sc(N3CCOCC3)nc2-c2ccccc2)cc(OC)c1OC	8%	12µM*	4%	8	2	-3	-1%	-5	-9%	-6%
Cc1cc(NC(=O)CSc2nncn2-c2ccccc2)no1	14%	1%	-1%	5	0	6	2%	-1	1%	-6%
CCN(CC(=O)Nc1ccc2c(c1)OCCO2)C(=O)C1CC(=O)N(c2ccc(OC)cc2OC)C1 (centres undefined)	-10%	-16%	2%	21	-1	7	-5%	7	7%	0%
COc1cccc(C2CC(c3cccs3)=NN2S(C)(=O)=O)c1OC (centres undefined)	11%	-4%	-1%	1	1	-3	1%	-7	2%	1%
O=C(Nc1cnc2ccccc2c1)c1ccncc1	5%	u	-2%	13	-4	-5	-3%	12	-6%	-6%
O=C(CCc1ccccc1)n1nc(-c2ccco2)nc1SCc1ccccc1	7%	u	1%	7	-1	1	1%	14	2%	-6%
